Compound activity deposited in PubChem by several laboratories.
DYRK1A inh = Dyrk1A (rat) kinase inhibition; actives 0.43% (n = 310,000); Q63470; AID 504441; ADP-Glo luminescence, NFATc1 peptide; inhibition, % at 12.5 µM; in the data active = inhibition above about 50%;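 note: plate controls were vehicle with enzyme for no effect and no enzyme for full effect; many of its hits are not listed in these tables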
RGS4 block = human RGS4 inhibition; HEK293 M3R/RGS4 inducible, Fluo-4 calcium flux; active compounds read high; triggered by carbachol at its EC20; P49798; B-score at 10 µM; actives 0.45% (n = 310,000);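 active = B-score, a plate-corrected calcium signal, over three deviations above library mean, with baseline fluorescence within five deviations of library mean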;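 note: RGS4 expression induced by doxycycline in cells with stable M3 receptor; B-score is computed from the integrated fluorescence ratio over baseline after carbachol; higher B-score means a larger calcium signal and so more RGS4 inhibition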
hERG protect = shields human hERG channel from block by proarrhythmic agents. actives 0.51% (n = 310,000). activation (rescue from dofetilide block), less the hit threshold, % at 10 µM. CHO-hERG, FluxOR thallium flux, dofetilide IC70 present. AID 1511;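 active = activation above the mean of controls blocked by dofetilide plus 5 SD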;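 note: thallium influx through hERG after potassium depolarization seen as dye fluorescence rise; in these data hits start at about 4.7%; inactives centre near -7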
Target sequence (Q12809 whole entry, looked up): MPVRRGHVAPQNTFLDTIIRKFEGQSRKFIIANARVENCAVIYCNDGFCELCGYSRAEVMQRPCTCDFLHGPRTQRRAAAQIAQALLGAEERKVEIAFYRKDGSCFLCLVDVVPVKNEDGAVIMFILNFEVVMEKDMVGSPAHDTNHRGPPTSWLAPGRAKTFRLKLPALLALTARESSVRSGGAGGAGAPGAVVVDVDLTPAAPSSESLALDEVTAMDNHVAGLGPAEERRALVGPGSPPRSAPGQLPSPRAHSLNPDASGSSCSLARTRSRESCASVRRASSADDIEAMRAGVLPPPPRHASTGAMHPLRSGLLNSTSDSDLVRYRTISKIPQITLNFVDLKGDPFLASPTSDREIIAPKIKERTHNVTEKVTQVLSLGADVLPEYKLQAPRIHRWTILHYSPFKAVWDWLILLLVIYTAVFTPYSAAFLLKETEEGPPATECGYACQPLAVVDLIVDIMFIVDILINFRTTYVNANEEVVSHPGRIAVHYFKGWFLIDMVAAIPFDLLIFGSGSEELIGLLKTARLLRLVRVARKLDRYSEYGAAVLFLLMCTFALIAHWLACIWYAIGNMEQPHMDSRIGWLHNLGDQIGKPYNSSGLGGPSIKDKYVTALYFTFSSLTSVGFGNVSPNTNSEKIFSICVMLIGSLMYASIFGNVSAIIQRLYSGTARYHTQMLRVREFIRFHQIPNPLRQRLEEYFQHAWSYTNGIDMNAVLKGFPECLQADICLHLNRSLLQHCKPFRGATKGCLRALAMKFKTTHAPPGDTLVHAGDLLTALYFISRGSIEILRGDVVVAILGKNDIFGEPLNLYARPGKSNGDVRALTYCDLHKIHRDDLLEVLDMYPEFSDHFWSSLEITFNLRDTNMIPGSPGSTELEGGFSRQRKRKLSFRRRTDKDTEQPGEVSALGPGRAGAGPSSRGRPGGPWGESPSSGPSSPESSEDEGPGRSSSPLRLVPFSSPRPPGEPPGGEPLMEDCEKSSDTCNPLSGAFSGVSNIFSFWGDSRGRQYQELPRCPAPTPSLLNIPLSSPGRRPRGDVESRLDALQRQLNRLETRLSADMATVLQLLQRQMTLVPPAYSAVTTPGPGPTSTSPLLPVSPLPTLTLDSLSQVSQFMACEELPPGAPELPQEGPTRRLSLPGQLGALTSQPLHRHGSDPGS
KCNK3 inh = human KCNK3 channel inhibition, primary screen; actives 0.84% (n = 340,000); CHO-KCNK3 thallium flux, FluxOR fluorescence; active compounds read low; O14649; B-score at 10 µM; AID 602410;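 active = B-score under library mean minus 4 SD, starting fluorescence ratio at most library mean plus 5 SD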;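 note: more negative B-score means stronger inhibition of thallium flux through KCNK3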
RGS4 pot = RGS4 potentiation or activation; HEK293 M3R/inducible RGS4, carbachol calcium flux Fluo4; active compounds read low; B-score at 10 µM; actives 0.92% (n = 310,000);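 active = B-score of the integrated calcium signal more than 4 SD below the library mean, with starting fluorescence not abnormally high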;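 note: negative B-score means reduced calcium response which marks RGS4 activation or potentiation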
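Test system: HEK293 cells with stable M3R and inducible RGS4; also added: carbachol at ECmax as muscarinic agonist stimulus; schedule: dye loading 30 min 37 °C, buffer rest 30 min RT; technique: kinetic calcium fluorescence imaging with Fluo4-AM dye, 2 µM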
PolyA inhibitor = inhibitors of polyadenylation in S. cerevisiae; S. cerevisiae SKY197-pL101 polyadenylation reporter, beta-gal luminescence; efflux-impaired pdr1/pdr3 knockout yeast; score 100 = 6 SD above DMSO; calls only at 12 µM; actives 0.02% (n = 300,000);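 active = lowest replicate activity score at least 50, where 100 means six control SD above control mean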;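 note: yeast exposed to compound for 9 h at 30 °C; higher score means more reporter readthrough which indicates perturbed polyadenylation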
KCNQ1 block = inhibitors of human KCNQ1 potassium channel; actives 1.3% (n = 310,000); B-score at 10 µM; P51787; CHO-K1 KCNQ1, FluxOR thallium flux fluorescence; active compounds read high;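 active = compounds whose thallium flux B-score, printed positive for inhibition, exceeds three library SD while starting fluorescence stays within three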;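 note: channel opened by potassium depolarization with thallium stimulus after 20 min compound exposure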
GSK3beta inhib = human GSK3beta kinase inhibition; actives 0.038% (n = 300,000); activity score (negative = inhibition), % at 10 µM; P49841; GST-GSK3beta kinase, ADP-Glo luminescence, 60 min; active compounds read low;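 active = more than half of replicate wells score below -50%, meaning over 50% inhibition versus plate controls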;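 note: 0% = median DMSO wells and -100% = median GW8510 positive control wells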
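Test system: GST-tagged human GSK3beta kinase, cell-free; evaluation: activity score scaled between in-plate DMSO and GW8510 controls; measured by: ADP-Glo luminescence; incubation: 60 min reaction, RT; benchmarks: DMSO and 20 µM GW8510; reagent: peptide substrate plus 25 µM ATP (final); medium: Tris/MgCl2 kinase buffer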
KCNK9 inh = human KCNK9 channel inhibition; Q9NPC2; actives 1.2% (n = 310,000); AID 488922; HEK293 KCNK9, FluxOR thallium flux fluorescence; active compounds read low; B-score at 10 µM;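 active = ratio B-score over 3 SD below the library mean, with starting fluorescence within 5 SD of its mean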;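 note: negative B-score means less thallium flux so channel inhibition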
KCNQ1 pot = potentiates or activates the human KCNQ1 potassium channel. P51787. CHO-K1 KCNQ1, thallium flux FluxOR fluorescence; active compounds read high. B-score at 10 µM. actives 0.35% (n = 310,000);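 active = fluorescence ratio B-score, a plate-corrected score, at least three library SD, with initial intensity B-score within 5 SD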
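Medium – assay buffer, equal DMSO in all wells · Material – CHO-K1 cell line with stable KCNQ1 potassium channel expression · Signal – kinetic FluxOR thallium fluorescence, 10-s 1-Hz baseline, 110-s post-stimulus read · Compound – single concentration per compound, DMSO matched to controls · Schedule – 37 °C overnight plating, 90-min dark dye load, 20-min compound pretreatment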
GSK3 alpha inh = blocks human GSK-3 alpha kinase; P49840; actives 0.1% (n = 320,000); inhibition, % at 10 µM; ADP-Glo luminescence, 60 min;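 in the data active = inhibition above about 50%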;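 note: GST-tagged GSK-3 alpha with peptide substrate and 25 µM ATP; 0% = DMSO neutral wells and 100% = GW8510 positive control wells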
An asterisk follows results filed as active; i = inactive; / = not tested or not shown. The list is partial; rates above refer to the full screens.

Second line of a record: DYRK1A inh, RGS4 block, hERG protect, KCNK3 inh, RGS4 pot, PolyA inhibitor, KCNQ1 block, GSK3beta inhib, KCNK9 inh, KCNQ1 pot, GSK3 alpha inh
CCOC(=O)C1=C(C)NC(=S)NC1c1ccc(OCC(=O)N2CCCCCC2)cc1 (stereo not drawn)
→ -5, i, -5, i, i, i, i, 4, i, i, 0
COc1ccc(CNC(=O)CN(C)S(=O)(=O)c2ccc(Cl)cc2)cc1
→ 9, i, -16, i, i, i, i, 3, i, i, 0
Cc1cccc(Nc2nnc(SCC(=O)Nc3cccnc3Cl)s2)c1
→ -7, i, 0, i, i, i, i, 0, i, i, /
Cc1onc(-c2ccccc2Cl)c1C(=O)N(Cc1ccccc1)C(C)C
→ -1, i, -10, i, i, i, i, -1, i, i, -1
O=S(=O)(CCSc1nc2ccccc2o1)Cc1ccccc1
→ 5, i, -13, i, i, i, i, -2, i, i, 2
CC(=O)Nc1ccc(SCC(=O)OCC(=O)NC(=O)NC2CCCC2)cc1
→ 2, i, -12, i, i, i, i, 2, i, i, -2
COc1ccc(/C=C\C(=O)NCc2ccc3[nH]c(C)cc3c2)cc1OC
→ 3, i, -13, i, i, i, i, 1, i, i, 0
CCOCCCNC(=O)c1ccc(CS(=O)(=O)Cc2cccc(C)c2)o1
→ 11, i, -3, i, i, i, i, 1, i, i, -2
CCc1ccc(C(=O)NC(CCSC)C(=O)OC)cc1 (stereo not drawn)
→ /, i, -14, i, i, i, i, -1, i, i, 1
O=C(NC1CC1)C1CC(=O)N(c2cccc(Cl)c2)C1 (stereo not drawn)
→ 3, i, -3, i, i, i, i, -1, i, i, -2
CCOc1ccc(CC(=O)NCCS(=O)(=O)N2CCN(c3ccccc3)CC2)cc1
→ -2, i, -15, i, i, i, i, 1, i, i, 2
COc1ccccc1N(CC(=O)NCCSc1ccc(Cl)cc1)S(C)(=O)=O
→ -4, i, -4, i, i, i, i, 3, i, i, -2
CCOC(=O)c1sc(NC(=O)c2ccc(Cl)s2)cc1C
→ -6, i, -7, i, i, i, i, 1, i, i, -3
CCCCn1c(=O)cc(N2CCOCC2)[nH]c1=O
→ -3, i, -10, i, i, i, i, 4, i, i, -1
CCOCCCNC(=O)C(NC(=O)CNC(=O)c1ccccc1)c1ccc(C)cc1 (stereo not drawn)
→ 3, i, -13, i, i, i, i, -4, i, i, -2
COc1ccccc1N1CCN(CC(=O)Nc2ccc3c(c2)OCCO3)CC1
→ 2, i, -12, i, i, i, i, 4, i, i, 3
CCOC(=O)c1cc2cc(F)ccc2nc1C
→ 11, i, -13, i, i, i, i, -3, i, i, 1
COc1cc(C#N)ccc1OCC(=O)Nc1cccc(S(=O)(=O)N2CCCC2)c1
→ 4, i, -6, i, i, i, i, -2, i, i, -3
O=C(N/N=C/c1ccc(OC(=O)c2ccccc2Cl)cc1)c1ccccn1
→ /, i, -8, i, i, i, i, 3, i, i, 1
COc1ccc(CN(C(=O)c2snc(C(N)=O)c2N)C(C(=O)NC2CCCC2)c2ccc(OC)cc2)cc1 (stereo not drawn)
→ 3, i, -6, i, i, i, i, 2, i, i, -3
CCN(CC(=O)Nc1ccccc1C(=O)Nc1ccccc1)Cc1nc2ccccc2c(=O)[nH]1
→ /, i, 2, i, i, i, i, -1, i, i, 2
CCOC(=O)C1=C(CC)Nc2ccccc2N=C1NC(=O)c1oc2ccccc2c1C
→ 10, i, -34, i, -12*, i, i, -4, -11*, i, 12
C(#Cc1ccccc1)CN1CCOCC1
→ -3, i, -15, i, i, i, i, -2, i, i, 1
COC(=O)c1cc2c(ccc3ccccc32)oc1=O
→ 45, i, -6, i, i, i, i, 2, i, i, 2
O=C(CSc1nncs1)Nc1ccc2[nH]c(=O)[nH]c2c1
→ 9, i, -14, i, i, i, i, -4, i, i, 0
COc1ccc(-c2c3c(=O)n(C)c(=O)n(C)c3cn2-c2ccccc2)cc1
→ -9, i, -6, i, i, i, i, 0, i, i, -3
Cc1nc2c(-c3ccccc3)cnn2c(N)c1-c1ccccc1
→ 3, i, -5, i, i, i, i, -1, i, i, -2
CCC(C)[C@H](N)c1cn([C@@H](CCCCN)C(=O)N2CCNCC2)nn1 (stereo partly drawn)
→ -3, i, -2, i, i, i, i, 0, i, i, -1
COc1cccc(/C=C2\SC(=S)N(NS(=O)(=O)c3ccccc3)C2=O)c1OC
→ 2, i, -10, i, i, i, i, -1, i, i, -11
Cc1cc(=O)oc2cc(OC(C)C(=O)NCC3CCC(C(=O)O)CC3)ccc12 (stereo not drawn)
→ 9, i, -2, i, i, i, i, -2, i, i, -1
Cc1ccccc1C(=O)N1CCC(C(=O)Nc2cccc(F)c2)CC1
→ 9, i, -5, i, i, i, i, 10, i, i, -6
CCOC(=O)c1cnc(SC2CC(=O)N(c3ccc(C)cc3)C2=O)nc1N (stereo not drawn)
→ -3, i, -15, i, i, i, i, 1, i, i, 1
CCCCc1cc(=O)oc2cc(C)cc(OC(C)C(=O)O)c12 (stereo not drawn)
→ 10, i, -13, i, i, i, i, -5, i, i, 3
O=C1NC2(CCc3ccccc32)C(=O)N1CCOc1ccc(Cl)cc1 (stereo not drawn)
→ 2, i, -1, i, i, i, i, 0, i, i, 0
COc1ccccc1N(C)S(=O)(=O)c1ccc(C(=O)N2CCCc3ccccc32)cc1
→ -3, i, -11, i, i, i, i, -2, i, i, 0
Cc1ccc(C2=NN(C(=O)CCl)C(c3cccs3)C2)o1 (stereo not drawn)
→ -5, i, -5, i, i, i, i, -1, i, i, 2
CCCC(=O)n1nc(-c2ccccc2)nc1SC
→ -1, i, -2, i, i, i, i, -1, i, i, -1
COc1cccc(CC(NC(C)=O)C(=O)NC2CCN(S(=O)(=O)c3ccc4ccccc4c3)CC2)c1 (stereo not drawn)
→ -54, i, 0, i, i, i, i, 0, i, i, -3
CCN(CC)c1cc(C)c2cc(NC(=O)c3ccccc3F)ccc2n1
→ -2, i, -10, i, i, i, i, 3, i, i, 0
Cc1cccc(C(=O)Oc2ccccc2C2C[C@]3(C)CC(=O)NC3N2C(=O)c2cccc(C)c2)c1 (stereo partly drawn)
→ 0, i, -5, i, i, i, i, 3, i, i, -2
Cc1ccc(S(=O)(=O)Nc2cc(C)c(O)cc2C)cc1
→ 2, i, -7, i, i, i, i, 4, i, i, -1
N=c1n(CCN2CCCCC2)c2ccccc2n1CC(=O)c1cccc([N+](=O)[O-])c1
→ 15, i, -9, i, i, i, i, -5, i, i, 4
COc1cc2[nH]c(C(=O)N3CCN(c4ccccc4F)CC3)cc2c(OC)c1OC
→ -2, i, -1, i, i, i, i, 1, i, i, -2
Cc1cccc(NC(=O)CCn2cnnn2)c1
→ 6, i, -9, i, i, i, i, 1, i, i, /
O=C(Nc1nccs1)c1c(O)c2cccc3c2n(c1=O)CCC3
→ /, i, -4, /, i, i, 6*, 2, i, i, -3
CN(C)S(=O)(=O)c1cccc(NC(=O)c2cnccn2)c1
→ /, i, -12, /, i, i, i, 2, i, i, -3
Cn1c(C(O)c2ccc(Br)cc2)nc(Cl)c1Cl (stereo not drawn)
→ 4, i, -2, i, i, i, i, -2, i, i, -5
O=C(CSc1nnc(NC(=O)c2ccccc2F)s1)NC1CC1
→ -1, i, -4, i, i, i, i, -2, i, i, -4
Cc1ccc2[nH]c(-c3ccccc3)c(CN(C)C)c(=O)c2c1
→ -5, i, -9, i, i, i, i, 0, i, i, -10
Cc1nnc(SCc2nnc(-c3cccs3)o2)n1C
→ -4, i, -5, i, i, i, i, -1, i, i, 0
Cc1cccc2c(C(=O)O)c3cccc(C)c3nc12
→ 18, i, -7, i, i, i, i, 5, i, i, -4
Cc1ccc(S(=O)(=O)NCCC(=O)OCC(=O)Nc2ccccc2Cl)cc1
→ -1, i, -7, i, i, i, i, 0, i, i, 1
CCn1c(SCC(=O)Nc2cc(C)on2)nnc1-c1ccccc1
→ 11, i, -4, i, i, i, i, -5, i, i, 2
COCC(=O)N1CCCC(C(=O)c2ccc(Oc3ccccc3)cc2)C1 (stereo not drawn)
→ -1, i, -10, i, i, i, i, 2, i, i, 1
O=C1c2ccccc2NC(c2cccs2)N1NS(=O)(=O)c1ccccc1 (stereo not drawn)
→ -3, i, -7, i, i, i, i, 0, i, i, -3
CCOC(=O)N1CCN(CC(=O)n2c(C)c(C)c3ccccc32)CC1
→ 2, i, -10, i, i, i, i, 0, i, i, 0
O=C(Nc1cccc(Cl)c1N1CCOCC1)c1cccnc1Cl
→ -1, i, -6, i, i, i, i, 0, i, i, 0
Cc1[nH]nc2c1C(c1cn[nH]c1-c1ccc(F)cc1)C(C#N)=C(N)O2 (stereo not drawn)
→ 9, i, -12, i, i, i, i, -3, i, i, 4
COc1ccc(/C(=C/Nc2cccc(Br)c2)C(C)=O)cc1OC
→ 3, i, -12, i, i, i, i, -5, i, i, 0
Cc1ccc(Nc2cc(C(=O)NCCCN3CCOCC3)c3ccccc3n2)c(C)c1
→ -1, i, -5, i, i, i, i, 1, i, i, /

Random excerpt: five compounds from above
Second line of a record: DYRK1A inh, RGS4 block, hERG protect, KCNK3 inh, RGS4 pot, PolyA inhibitor, KCNQ1 block, GSK3beta inhib, KCNK9 inh, KCNQ1 pot, GSK3 alpha inh
Cc1ccc(Nc2cc(C(=O)NCCCN3CCOCC3)c3ccccc3n2)c(C)c1
→ -1, i, -5, i, i, i, i, 1, i, i, /
Cc1ccc(C2=NN(C(=O)CCl)C(c3cccs3)C2)o1 (stereo not drawn)
→ -5, i, -5, i, i, i, i, -1, i, i, 2
CCCCc1cc(=O)oc2cc(C)cc(OC(C)C(=O)O)c12 (stereo not drawn)
→ 10, i, -13, i, i, i, i, -5, i, i, 3
O=C1c2ccccc2NC(c2cccs2)N1NS(=O)(=O)c1ccccc1 (stereo not drawn)
→ -3, i, -7, i, i, i, i, 0, i, i, -3
COc1cccc(CC(NC(C)=O)C(=O)NC2CCN(S(=O)(=O)c3ccc4ccccc4c3)CC2)c1 (stereo not drawn)
→ -54, i, 0, i, i, i, i, 0, i, i, -3
